Screens as filed in PubChem.
PTHR1 agonist – activates the human parathyroid hormone receptor PTHR1 | Q03431 | HEK293 GP2 PTHR1 cells, GloSensor cAMP luminescence, 1 h | Potency, µM (titrated, usually from 115 µM), without a hit: at the top dose activation, hits mostly activators | 410,000 compounds, 0.075% hits | AID 743266; also: potency is read from the fitted curve at half-maximal effect; nearly all actives have a fitted effect of over 55% in size; some results filed as inactive show a strong effect at the top dose; inactives centre near -15; many of its hits are not listed in these tables
Target sequence (Q03431 whole entry, looked up): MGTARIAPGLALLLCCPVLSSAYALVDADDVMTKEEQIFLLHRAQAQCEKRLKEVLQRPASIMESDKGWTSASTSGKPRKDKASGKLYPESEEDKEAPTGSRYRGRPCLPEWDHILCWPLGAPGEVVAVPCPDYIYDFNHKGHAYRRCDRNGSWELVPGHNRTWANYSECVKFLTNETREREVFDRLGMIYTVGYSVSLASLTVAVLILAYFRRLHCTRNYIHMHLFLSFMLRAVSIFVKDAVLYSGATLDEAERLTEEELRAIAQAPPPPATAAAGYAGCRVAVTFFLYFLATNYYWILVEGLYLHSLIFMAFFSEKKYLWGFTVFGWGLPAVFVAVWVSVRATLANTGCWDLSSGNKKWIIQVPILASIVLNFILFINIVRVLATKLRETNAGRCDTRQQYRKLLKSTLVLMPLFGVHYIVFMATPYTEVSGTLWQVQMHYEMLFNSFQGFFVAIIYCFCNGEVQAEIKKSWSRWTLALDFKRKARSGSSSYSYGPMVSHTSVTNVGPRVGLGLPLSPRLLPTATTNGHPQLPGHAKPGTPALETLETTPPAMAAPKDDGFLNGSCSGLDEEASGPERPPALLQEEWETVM
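HEK-293-derived GP2 cells expressing PTHR1 and a GloSensor cAMP reporter, 3,000/well, plated overnight, given luciferin plus IBMX (each 0.5 mM as added) for 1 h at 37 °C, then compound for 1 h at 37 °C. Luminescence was read after 15 min at room temperature.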
aSyn yeast inh – rescues yeast growth from alpha-synuclein toxicity; 370,000 compounds, 0.14% hits; Yeast expressing alpha-synuclein, growth rescue, BacTiter-Glo, 24 h; AID 652106; Potency, µM (doses to about 46.1 µM), inactives show top-dose growth rescue (activation), actives largely listed as activators; also: potency is read from the fitted curve at half-maximal effect; % of control where 0% means no effect; nearly all actives have a fitted effect of over 65% in size
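Galactose-induced alpha-syn yeast (OD600=0.02, raffinose-pregrown) + pinned cpd, 24 hr, 30 deg C; growth by BacTiter-Glo luminescence. Growth restoration scores as activation.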
FUS suppressor – suppressors of FUS proteinopathy in yeast; S. cerevisiae FUS-expressing, growth rescue, OD600, 24 h; Potency, µM (doses to about 76.6 µM), for the others: at the top dose growth rescue (activation), hits mostly activators; 390,000 compounds, 0.24% hits; AID 1347120;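 also: potency is read from the fitted curve at half-maximal effect; plate controls were DMSO vehicle for no effect and reference control for full effect; nearly all actives have a fitted effect of over 55% in size; some results filed as inactive show a strong effect at the top dose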
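Absorbance at 600 nm, taken 24hr after compound addition, measured rescue of FUS-yeast growth at 30C. Induction used 2% galactose with seeding at OD 0.005. Controls: CP55940 from 92uM final, DMSO only.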
TDP43 rescue – inhibitors of TDP-43 toxicity in yeast; Potency, µM (highest dose often 46.1 µM), for inactives: top-dose growth rescue (activation), actives largely listed as activators; 410,000 compounds, 1.8% hits; AID 652104; TDP-43 expressing yeast growth rescue, BacTiter-Glo, 24 h; also: potency is read from the fitted curve at half-maximal effect; % of control where 0% means no effect; nearly all actives have a fitted effect of over 50% in size
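Yeast cells expressing TDP-43 under galactose induction are exposed to compounds for 24 hr at 30 deg C. BacTiter-Glo luminescence measures growth, so protective compounds score as activators.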
GLP-1R agonist – activates the human GLP-1 receptor. AID 624172. Potency, µM (highest dose often 45.6 µM), without a hit: at the top dose activation, most hits filed as activators. P43220. 380,000 compounds, 0.007% hits. HEK293 GLP-1R CRE-luciferase, luminescence, 4-6 h; cells express a hypersensitive GLP-1R form; also: potency is read from the fitted curve at half-maximal effect; % of control where 0% means no effect
DRD3 antagonist – blocks the human D3 dopamine receptor. max response, negative = inhibition, %. D3R cells, DiscoveRx beta-arrestin luminescence, antagonist mode; hits give low values. 360,000 compounds, 2.5% hits. AID 652054. P35462; in the data active = max response below about -50%; inconclusive = no clear call, values can overlap the other calls; also: % is scaled to controls: 0 for no effect and ±100 for the full control effect; mostly tested at two doses, the higher about 12 µM
Target sequence (P35462 whole entry, looked up): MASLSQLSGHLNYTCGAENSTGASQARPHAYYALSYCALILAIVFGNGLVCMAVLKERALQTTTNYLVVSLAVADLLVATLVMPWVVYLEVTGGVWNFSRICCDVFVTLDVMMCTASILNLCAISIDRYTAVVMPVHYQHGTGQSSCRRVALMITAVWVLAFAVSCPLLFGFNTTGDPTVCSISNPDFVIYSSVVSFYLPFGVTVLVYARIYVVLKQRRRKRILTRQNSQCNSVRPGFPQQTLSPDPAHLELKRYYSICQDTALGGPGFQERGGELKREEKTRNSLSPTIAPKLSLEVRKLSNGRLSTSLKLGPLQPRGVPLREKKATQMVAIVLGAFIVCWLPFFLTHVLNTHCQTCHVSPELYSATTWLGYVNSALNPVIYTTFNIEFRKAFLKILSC
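Cells plated overnight at 1500 cells/well, then exposed to library compounds with dopamine controls for 90 minutes at 37 degrees C. DiscoveRx reagent added for 30–60 minutes at room temperature; luminescence read, quantitative HTS format.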
Abeta rescue – A-beta toxicity reversal in yeast. yeast expressing A-beta42, growth rescue, OD600, 48 h; response scale: 0% DMSO, 100% iron-clioquinol control. Potency, µM (doses to about 46.1 µM), without a hit: at the highest dose growth rescue, usual class: activators. 410,000 compounds, 0.063% hits; also: potency is read from the fitted curve at half-maximal effect; nearly all actives have a fitted effect of over 55% in size
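Yeast A-beta toxicity model in growth medium with pinned compounds, 48 h at 30 C; growth read as absorbance at 600 nm. Normalized to FeCl3/clioquinol equimolar mix (positive) and DMSO (negative).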
GLP1R inv ag – acts as inverse agonist at human GLP-1 receptor | P43220 | 410,000 compounds, 1.6% hits | HEK293 GLP-1R CRE-luciferase, luminescence, 24 h; GLP-1R form is constitutively active | Potency, µM (doses to about 38.3 µM), for inactives: at the highest dose activity change, negative = inhibition, actives largely listed as inhibitors; also: potency is read from the fitted curve at half-maximal effect; % is scaled to controls: 0 for no effect and ±100 for the full control effect; nearly all actives have a fitted effect of over 55% in size
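Using stably transfected HEK293 (constitutively active GLP-1R, cAMP-luciferase reporter), compounds were incubated 24 hr and luciferase measured by luminescence.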
pAkt inh – blocks phosphorylation of Akt; activity change, % for hits at 50 µM; 360,000 compounds, 0.32% hits; Neuro2A IGF-stimulated pAkt S473 HTRF, 20 min; hits give low values; in the data active = activity change below about -80%; inconclusive = mostly about -51% to -80%; also: % is scaled to controls: 0 for no effect and ±100 for the full control effect
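Neuro2A cells (4,500/well, DMEM with 0.5% FBS) were treated with compound at a single 50 µM final concentration, stimulated with 6 nM IGF for 20 min at 37 °C, and lysed. Phospho-Akt Ser473 was read by HTRF as 665/615 ratio ×10^4.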
Numbers without * were called inactive; i = inactive; ? = inconclusive; . = not tested or not shown; & = joins results of further samples; [ ] = another dose, or the depositor's remark. Unless noted, calls follow the shape of the dose curve; as a rule, active = well fitted curve in the direction sought with a large enough effect; inconclusive = small, poorly fitted or top-dose-only effect, or another doubt; inactive = no such curve, though single readings can be large; an effect the other way counts as inactive or inconclusive.

| SMILES | PTHR1 agonist | aSyn yeast inh | FUS suppressor | TDP43 rescue | GLP-1R agonist | DRD3 antagonist | Abeta rescue | GLP1R inv ag | pAkt inh |
| --- | --- | --- | --- | --- | --- | --- | --- | --- | --- |
| COCCOC(=O)c1c(C)oc2ccc(OC(=O)N(C)C)cc12 | -12% | -12% | -1% | ? | 4% | 29 | -6% | 8% | i |
| O=C1CC(=O)N(c2ccc(Cl)cc2)C(=O)N1 | i | 12% | 14% | 12% | 1% | 20 | -1% | 11% | i |
| O=C1/C(=C/c2ccccc2Cl)N2CCC1CC2 | -19% | 6% | 3% | 15% | 4% | 2 | 2% | ? | i |
| Cn1cccc1C(=O)OCC(=O)NCCc1ccc(S(N)(=O)=O)cc1 | -6% | -3% | . | -31%[inhibitor] | 0% | -5 | -7% | 11% | i |
| Cn1c(O)c(C=Nc2ccc(Cl)cc2)c(=O)n(C)c1=O | i | 15% | -8% | 9% | 0% | 18 | -1% | 1% | i |
| Oc1ccc(CC2CC3CCN2CC3)cc1O (centres undefined) | -10% | 0% | -36% | 16% | 12% | 2 | -8% | 12% | i |
| COc1ccc(S(=O)(=O)Cc2ccc(C(=O)N3CCC4(CC3)OCCO4)o2)cc1 | -24% | -8% | 6% | 2.5µM* | -3% | -1 | 3% | -4% | i |
| O=C1CCCN1c1ccc(S(=O)(=O)O)cc1 (tested in a mixture with another compound) | -16% | -5% | . | 0% | 1% | -4 | 9% | 12% | i |
| O=c1[nH]c(=O)n(Cc2ccccc2)c(O)c1C=Nc1ccc(CN2CCOCC2)cc1 | -4%[57.5 µM] | 1% | 5% | 3% | 0% | ? | 1% | 13% | i |
| N[C@@H](Cn1oc(=O)[nH]c1=O)C(=O)O | i | 1%&2% | -26% | 12% | 0% | 11 | -6% | 16% | i |
| CCOC(=O)c1ccc(NC(=O)c2sc3nc4c(cc3c2N)N2CCC4CC2)cc1 | -12% | 2% | -17% | 10% | -6% | . | -1% | 3% | . |
| O=c1[nH]c(=O)n(Cc2ccccc2)c(O)c1C=NCCN1CCNCC1 | 18% | 11% | 11% | -17% | -6% | -15 | -13% | -1% | i |
| CCCCCCn1c(O)c(C=NC2CCN(Cc3ccccc3)CC2)c(=O)[nH]c1=O | -18%[57.5 µM] | 3% | -1% | 4% | -4% | ? | 7% | -2% | i |
| Cc1c2cnn(CC(=O)N3CCC4(CC3)OCCO4)c(=O)c2c(C)n1Cc1ccccc1F | -6%[57.5 µM] | -11% | 13% | 0% | -2% | -5 | -11% | -1% | i |
| Cc1ccc(CN2CCCN(Cc3ccc(C)cc3)S2(=O)=O)cc1 | -8% | -8% | 35% | -16% | -5% | 7 | 13% | ? | i |
| Cc1ccc2nc3c(cc2c1)CC1(C(=O)N(C)C(=O)N(C)C1=O)C1COCCN31 (centres undefined) | -24% | 3% | -11% | 27% | -4% | -18 | 16% | 2% | i |
| Cn1cccc1/C=C1\C(=O)NC(=O)N(CCC2=CCCCC2)C1=O | i | 0% | 15% | -2%[9.22 µM] | 8% | ? | 1% | 10% | i |
| O=P(/C(=N/O)N1CCCCC1)(N1CCOCC1)N1CCOCC1 | i | -11% | -5% | -6% | -20% | -16 | 18% | 0% | i |
| Cc1cccc(NC(=O)N2CC3CC(C2)c2cccc(=O)n2C3)c1 (centres undefined) | i | 2% | 7% | 7% | 11% | 8 | 12% | 2% | i |
| CCCCCn1c(=O)c(C(=O)Nc2cccc(C)c2)c(O)c2ccccc21 | -18% | -5% | -4% | -13% | 1% | -1 | -22% | 6% | i |
| Cc1ccc([C@H]2C[C@@H](O)[C@H](n3cc(COC(=O)c4ccccc4)nn3)CN2C(=O)C2CCCCC2)cc1 | i | 7% | ? | ? | 5% | -17 | 8% | ? | i |
| COc1ccc(CNC(=O)/C=C/c2ccc3[nH]cc(CCN(C)C)c3c2)cc1 | i | -1%&10%&-10% | -29% | 0% | 5% | 34 | -1% | -9% | i |
| O=C(Cn1c(=O)n(CC2CS2)c2ccccc21)N1CCCCC1 (centres undefined) | -2% | 3% | 9% | 8% | 6% | -1 | 6% | 14% | i |
| O=c1[nH]c(=O)n(Cc2ccc(F)cc2)c(O)c1C=NCCN1CCCCC1 | i | 0% | 18% | -4% | -8% | -15 | 16% | 2% | i |
| COc1ccc(-n2c(O)c(C(C)=NCC3CCCO3)c(=O)[nH]c2=O)cc1 (centres undefined) | i | 3% | -16% | -6% | 0% | -3 | -11% | 19% | i |

| SMILES | PTHR1 agonist | aSyn yeast inh | FUS suppressor | TDP43 rescue | GLP-1R agonist | DRD3 antagonist | Abeta rescue | GLP1R inv ag | pAkt inh |
| --- | --- | --- | --- | --- | --- | --- | --- | --- | --- |
| COc1cc(O)cc2c1C(=O)O[C@@H](C)CCCC(=O)CCCCC2 | -5% | 2% | -15% | 20% | 11% | 1 | 0% | -9% | i |
| Cc1ccc(C(O)P(=O)(OCCC(C)C)c2ccc(N(C)C)cc2)cc1 (centres undefined) | i | 3% | ? | 1% | 10% | 10 | ? | ? | i |
| CC(=O)OC1C=CC2[C@H]3Cc4ccc(O)c5c4[C@@]2(CCN3C)C1O5 (some centres undefined) | -18% | -9% | -39% | 16% | 10% | 6 | -21% | 11% | i |
| COc1cccc(N2C(=O)NC(=O)/C(=C/c3ccc([N+](=O)[O-])s3)C2=O)c1 | -14% | 2% | 34% | -94%[inhibitor] | 1% | -18 | -94%[inhibitor] | 11% | i |
| CCC(c1nnnn1C1CCCC1)N1CCC2(CC1)C(=O)NCN2c1ccccc1 (centres undefined) | -2% | -2% | -15% | 5% | 5% | 0 | -25% | 19% | i |
| COc1ccc(C2C(C#N)=C(N)Oc3c2c(=O)oc2ccccc32)cc1Cn1cc([N+](=O)[O-])cn1 (centres undefined) | -9% | -5% | . | -1% | -2% | -10 | 3% | 0% | i |
| Cc1ccccc1C(=O)Nc1ccc(C(=O)OCc2cc(=O)n3nc(C4CC4)sc3n2)cc1 | i | . | 20% | 17% | . | . | 16% | ? | . |
| Cc1cccn2c(NCC3CCCO3)c(C(C)C)nc12 (centres undefined) | -10% | 5% | -4% | 9% | -5% | 20 | 6% | 0% | i |
| OC(CCNCCc1c[nH]c2ccccc12)C(F)(F)F (centres undefined) | i | -5% | 3% | 7% | 8% | -16 | -6% | -29% | i |
| COC(=O)C1=C(C(=O)OC)C2c3ccccc3C1c1ccccc12 | -10% | 25% | . | -12% | 0% | 3 | 0% | ? | i |
| COc1cc(CN=Cc2c(O)n(C(C)(C)C)c(=O)[nH]c2=O)cc(OC)c1 | -38% | 1% | 4% | 0% | -1% | 1 | -3% | 9% | i |
| CCC(=O)c1ccc(OCC(=O)N2CCN(CC(=O)Nc3ccccc3C(F)(F)F)CC2)cc1 | -24% | 7% | 12% | 5% | 3% | 14 | 10% | ? | i |
| O=C(c1cc(-c2ccncc2)nc2ccccc12)N1CCC2(CC1)OCCO2 | i | 1% | . | 5% | 1% | 8 | 0% | 11% | i |
| COc1ccc(-n2nnnc2C(CCc2ccccc2)N2CCC(n3c(=O)[nH]c4ccccc43)CC2)cc1 (centres undefined) | -59%[inhibitor] | 4% | ? | 0% | -21% | 94 | -6% | ? | i |
| CCCCn1c(=O)c(C(=O)NCc2ccccc2OC)c(O)c2ccccc21 | -21% | 9% | 12% | 10% | 4% | 10 | -17% | -12% | i |
| O=[N+]([O-])/C=C/c1c(Cl)cccc1Cl | -40%[inhibitor] | -68%[inhibitor] | . | ? | -15% | 7 | -80%[inhibitor] | ? | i |
| C[C@]12CCC3C(CC[C@H]4C[C@H](O)CC[C@]34C)C1C[C@H](O)[C@@H]2O (some centres undefined) | 11% | 1% | 9% | -14% | -1% | 12 | -10% | 18% | i |
| CC(=O)c1cccc(OCC(=O)N2CCN(CC(=O)Nc3cccc(F)c3)CC2)c1 | i | -6% | -16% | -10% | -4% | -16 | -20% | 13% | i |
| COc1ccc(C(C)=O)cc1CC(C(=O)c1ccc(C)c(C)c1)N(C)C (centres undefined) | -6% | 1% | 15% | -11% | 35% | 28 | -5% | -13% | i |
| CCC(C#N)(CC)P(=S)(c1ccccc1)c1ccccc1 | -43%[inhibitor] | 1% | -23% | 6% | 10% | -28 | 13% | ? | i |
| Cc1ccc(-n2c(-c3ccc([N+](=O)[O-])cc3)nc3ccccc3c2=O)cc1 | -1% | 2% | 17% | -2% | 22% | 8 | 5% | ? | i |
| C[C@H](O)[C@H]1CC[C@H]2[C@@H]3CCC4=CC(=O)CC[C@]4(C)[C@H]3CC[C@]12C | -47%[inhibitor] | -6% | -22% | ? | 1% | 0 | -29% | -2% | i |
| CCCCCn1c(=O)c(C(=O)Nc2c(C)n(C)n(-c3ccccc3)c2=O)c(O)c2ccccc21 | i | 1% | -7% | 1% | 2% | -7 | 9% | -12% | i |
| Cc1ccc(-n2c(=S)[nH]c3ccccc3c2=O)cc1F | -30% | ? | 5% | ? | -3% | -23 | -4% | -23% | i |

Four entries picked at random from those above, as already listed:
| SMILES | PTHR1 agonist | aSyn yeast inh | FUS suppressor | TDP43 rescue | GLP-1R agonist | DRD3 antagonist | Abeta rescue | GLP1R inv ag | pAkt inh |
| --- | --- | --- | --- | --- | --- | --- | --- | --- | --- |
| COc1ccc(C(C)=O)cc1CC(C(=O)c1ccc(C)c(C)c1)N(C)C (centres undefined) | -6% | 1% | 15% | -11% | 35% | 28 | -5% | -13% | i |
| COC(=O)C1=C(C(=O)OC)C2c3ccccc3C1c1ccccc12 | -10% | 25% | . | -12% | 0% | 3 | 0% | ? | i |
| Cc1ccc(-n2c(-c3ccc([N+](=O)[O-])cc3)nc3ccccc3c2=O)cc1 | -1% | 2% | 17% | -2% | 22% | 8 | 5% | ? | i |
| COc1cccc(N2C(=O)NC(=O)/C(=C/c3ccc([N+](=O)[O-])s3)C2=O)c1 | -14% | 2% | 34% | -94%[inhibitor] | 1% | -18 | -94%[inhibitor] | 11% | i |

Not all compounds are listed. The share of hits here may be higher or lower than overall.
